Screening results from PubChem BioAssay.
Growth percent in the NCI-60 one-dose screen (48 h, 10 µM unless noted): 100 = growth as untreated, 0 = no growth, -100 = all killed.
SF-539: SF-539 CNS cancer. hit rate 6.8% among 81,000
HCT-116: HCT-116 colon cancer. hit rate 7.3% among 82,000
SNB-75: SNB-75 CNS cancer; hit rate 5% among 79,000
SF-295: SF-295 CNS cancer cells. AID 1794758. hit rate 5.6% among 79,000
SF-268: SF-268 CNS cancer cells; hit rate 3.1% among 82,000; AID 1794759
U251: U251 CNS tumor cells; hit rate 5.4% among 80,000; AID 1794753
SNB-19: SNB-19 CNS cancer cells. hit rate 2.5% among 81,000
HCC-2998: HCC-2998 colon cancer. hit rate 4.7% among 79,000
KM12: KM12 colon cancer cells. hit rate 5% among 82,000
* marks the source's active call; other numbers are inactive results; / = no result given; & = joins results of further samples. How the source made its calls: active means growth percent below 10; inactive means the rest. Rows are unselected (roughly 11% active in at least one column).

mol	SF-539	HCT-116	SNB-75	SF-295	SF-268	U251	SNB-19	HCC-2998	KM12
O=C(Cn1c(=O)[nH]c2ccccc2c1=O)NCc1n[nH]c(=S)n1-c1ccccc1	97.9	97.3	101.1	95.3	109.5	96.8	100.6	102.0	109.2
CC1(C)S[C@@H]2[C@H](NC(=O)Cc3ccccc3)C(=O)N2[C@H]1C(=O)O	/	102.8	112.4	114.1	129.3	114.2	104.3	102.4	/
Cc1cc(C)n(Nc2nc3ccccc3[nH]c2=O)c(=O)c1C#N	87.2	96.1	79.5	95.6	92.9	95.4	93.1	102.9	92.9
COc1cc(CNC(=O)c2cc(OC)c(OC)c(OC)c2)ccc1O	96.9	109.0	86.1	100.9	100.2	100.1	94.1	107.0	106.0
O=c1[nH]c2ccccc2nc1N/N=C/c1ccc(O)cc1	94.6	101.8	94.2	102.4	105.6	102.1	99.8	112.5	108.0
COc1ccc(C2=C(C#N)[C@@]3(C(=O)Nc4ccccc43)c3c(-c4ccccc4)nn(-c4ccccc4)c3N2)cc1	89.1	82.5	70.1	90.6	77.5	88.0	94.3	104.4	92.8
Fc1ccc(Nc2ccc3cc(OCCCN4CCOCC4)ccc3n2)cc1F	37.5	47.7	48.6	19.7	59.3	41.7	64.9	20.0	21.3
COC(=O)[C@]12CC[C@@H](C)[C@H](C)[C@@H]1C1=CC[C@@H]3[C@@]4(C)C=C(O)C(=O)C(C)=C4CC[C@@]3(C)[C@]1(C)CC2	32.3	18.1	63.0	34.7	60.0	43.4	59.9	10.0*	30.3
CC(C)(C)c1ccc(O)c(CNc2ccccc2)c1	96.9	106.5	98.4	111.4	95.2	95.4	102.2	103.6	106.7
CC1CCNC(C)C1 (centres undefined)	99.0	108.5	86.5	102.9	104.3	107.9	113.8	103.4	105.6
CC(O)C(=O)OCCOc1ccc(Cl)cc1Cl (centres undefined)	102.9	101.8	91.5	102.0	101.0	93.4	100.2	99.5	103.6
Cc1nc2cc(Cc3ccccc3)ccc2o1	112.3	106.4	83.8	111.1	110.3	103.3	93.6	100.3	103.9

Next section:
mol	SF-539	HCT-116	SNB-75	SF-295	SF-268	U251	SNB-19	HCC-2998	KM12
O=C1/C(=C/c2ccc3c(c2)OCO3)COc2ccc(-c3ccccc3)cc21	119.4	92.6	73.9	96.5	105.3	104.5	147.6	95.9	102.0
Cc1cc([N+](=O)[O-])c2ccccc2c1NS(=O)(=O)c1ccccc1	100.7	96.0	89.5	/	100.8	99.2	95.4	97.9	108.6
O=C(NC1CC1)c1cc2n(n1)CC(c1ccccc1)N2 (centres undefined)	96.3	101.7	91.2	91.8	95.2	101.6	100.4	100.9	101.8
Cc1c(C(=O)/C=C/c2cccc([N+](=O)[O-])c2)nnn1-c1ccc(Br)cc1	98.2	52.2	95.1	96.8	94.5	92.9	93.9	101.2	95.1
COc1cc2c3c(c4c5ccccc5[nH]c4c2c(OC)c1OC)C(=O)N(CCN1CCOCC1)C3=O	63.7	19.7	86.4	36.5	47.7	51.8	51.9	69.5	61.0
Fc1ccc(Nc2ccnc3[nH]c4ccc(Br)cc4c23)cc1Cl	107.0	85.9	107.4	84.0	93.9	92.2	94.0	110.7	92.5
O=C(CCCCC(=O)Nc1ccc2c(c1)/C(=C/c1ccc[nH]1)C(=O)N2)NO	81.1	88.3	47.7	101.9	76.2	69.3	83.0	101.5	78.0
CCCCOC(=O)c1ccccc1OC	106.4	110.8	87.9	108.6	101.9	103.9	116.8	100.2	107.0
CSc1nc(O)c(Nc2ccccc2)c(=O)[nH]1	109.8	96.8	87.6	146.4	111.5	114.7	/	101.8	118.5
O=c1[nH]c2cc(-c3ccccc3)nn2c2ccccc12	118.3	92.2	94.2	95.8	117.5	95.8	96.0	111.5	93.9
CCNc1nc2ncnc(NCC)c2[nH]1	107.1	95.6	74.3	87.7	99.9	101.7	108.7	102.6	102.3
O=C(Nc1ccccc1)Nc1cccc(-n2cc(-c3ccncc3)c(-c3ccc(O)c(Cl)c3)n2)c1	0.3*	41.2	48.3	-21.7*	71.7	-9.6*	77.2	44.2	32.6

Later entries.
mol	SF-539	HCT-116	SNB-75	SF-295	SF-268	U251	SNB-19	HCC-2998	KM12
COc1cccc(/C=C/C(=O)C(C)(C)C)c1	100.5	105.7	92.8	104.1	98.5	81.3	98.9	111.3	112.5
N#Cc1c(NC(=O)c2cccc(C(F)(F)F)c2)sc2c1CCC(=O)C2	-57.8*	-63.7*	-50.5*	-6.4*	1.7*	0.3*	12.3	27.2	-21.3*
COc1ccc(C2=NOC(CC(=O)N(CCO)CCO)C2)cc1OC1CCCC1 (centres undefined)	104.0	79.6	86.5	97.1	97.0	97.5	97.0	103.2	103.1
C=C1C(=O)O[C@H]2[C@H]1CC/C(COC(=O)CSCC(=O)OC/C1=C/CC[C@@]3(C)O[C@H]3[C@H]3OC(=O)C(=C)[C@@H]3CC1)=C\CC[C@@]1(C)O[C@@H]21	19.3	-46.6*	81.8	88.1	57.8	34.3	69.1	94.5	69.4
CC(=O)Nc1nonc1-c1nc2ccccc2n1Cc1ccc(C(C)(C)C)cc1	89.0	66.9	50.2	79.6	67.2	75.7	80.1	/	69.3
CN(Cc1ccccc1)C(=O)Nc1c(Cl)cccc1Cl	107.3&111.7	92.9&96.4	83.2&85.9	104.7&89.9	98.9&110.3	103.4	92.0&103.8	99.9&97.4	107.8&97.7
CCOC(=O)C(=CNc1cccc(Cl)c1)C(=O)OCC	101.0	109.1	107.0	101.4	93.7	93.9	93.3	93.8	105.1
Nc1ccc(C(=O)NCC(=O)O)cc1	97.8&89.3&100.9	102.4&87.6&95.2	77.9&104.4&99.0	99.0&97.9&99.8	103.6&112.2&101.2	100.8&97.3&98.1	90.8&110.6	97.9&90.2&104.4	108.4&110.1&110.9
O=C(O)c1cc2ccccc2c(Br)c1O	102.2	100.3	92.0	105.5	102.0	101.3	100.1	106.6	104.6
CC(=O)c1nnn(C(C)(C)C(N)=O)c1C	99.0	107.4	96.8	105.1	96.6	105.8	100.4	106.3	103.8
Cc1ccc2c(c1)C[C@@]1(C)c3ccccc3N(C)[C@H]1N2	109.3	99.9	96.5	115.4	103.5	107.2	102.2	98.4	104.3
Cc1cc(OI)c(C(C)C)cc1-c1cc(C(C)C)c(OI)cc1C	94.3	100.6	107.1	100.9	96.8	103.1	103.7	105.2	101.0

Sorted by molecular weight (largest number first): seven of the compounds above
mol	SF-539	HCT-116	SNB-75	SF-295	SF-268	U251	SNB-19	HCC-2998	KM12
C=C1C(=O)O[C@H]2[C@H]1CC/C(COC(=O)CSCC(=O)OC/C1=C/CC[C@@]3(C)O[C@H]3[C@H]3OC(=O)C(=C)[C@@H]3CC1)=C\CC[C@@]1(C)O[C@@H]21	19.3	-46.6*	81.8	88.1	57.8	34.3	69.1	94.5	69.4
COc1ccc(C2=NOC(CC(=O)N(CCO)CCO)C2)cc1OC1CCCC1 (centres undefined)	104.0	79.6	86.5	97.1	97.0	97.5	97.0	103.2	103.1
CC(=O)Nc1nonc1-c1nc2ccccc2n1Cc1ccc(C(C)(C)C)cc1	89.0	66.9	50.2	79.6	67.2	75.7	80.1	/	69.3
N#Cc1c(NC(=O)c2cccc(C(F)(F)F)c2)sc2c1CCC(=O)C2	-57.8*	-63.7*	-50.5*	-6.4*	1.7*	0.3*	12.3	27.2	-21.3*
CCOC(=O)C(=CNc1cccc(Cl)c1)C(=O)OCC	101.0	109.1	107.0	101.4	93.7	93.9	93.3	93.8	105.1
Cc1ccc2c(c1)C[C@@]1(C)c3ccccc3N(C)[C@H]1N2	109.3	99.9	96.5	115.4	103.5	107.2	102.2	98.4	104.3
CC(=O)c1nnn(C(C)(C)C(N)=O)c1C	99.0	107.4	96.8	105.1	96.6	105.8	100.4	106.3	103.8

The listing continues.
mol	SF-539	HCT-116	SNB-75	SF-295	SF-268	U251	SNB-19	HCC-2998	KM12
COc1cc(OC)c(C(=O)c2ccccc2[N+](=O)[O-])c(OC)c1	114.9	112.8	88.2	101.7	108.4	105.7	105.8	95.6	103.2
NC(=O)[C@H]1[C@@H]2C(=O)N(c3ccccc3)C(=O)[C@@H]2[C@@H]2c3ccccc3C=NN12	102.0	110.3	83.1	101.5	105.6	105.0	104.4	103.4	103.3
C=CCNC(=S)NN	95.1	6.8*	95.3	88.8	95.8	77.4	94.4	106.6	98.6
Cc1cn(C2CC(O)C(CO)O2)c(=O)n(CCCc2ccccc2)c1=O (centres undefined)	/	107.6	96.4	105.5	113.1	111.8	96.2	114.2	110.8
COC(=O)[C@H](NC(=O)C1(C)CCC[C@]2(C)[C@H]3C[C@H]4C(C(C)C)=C[C@]3(CC[C@@H]12)[C@@H]1C(=O)CCC(=O)[C@@H]14)C(C)C (some centres undefined)	100.1	105.8	83.7	94.8	96.5	99.1	92.9	103.9	104.6
COC(=O)[C@@H]1Cc2c([nH]c3ccccc23)C(c2cccc(O)c2)N1 (some centres undefined)	95.5	91.2	85.3	104.2	95.9	101.0	101.4	99.0	97.8
NC(=Nc1ccccc1)SCCSC(N)=Nc1ccccc1	102.0	95.6	100.2	96.6	95.8	90.9	90.1	103.8	105.5
C=C1C(=O)O[C@H]2[C@H]1CC/C(COC(=O)NCc1c[nH]c3ccc(Cl)cc13)=C\CC[C@@]1(C)O[C@@H]21	-54.9*	-90.1*	-6.7*	63.8	-3.8*	-3.1*	32.3	70.4	13.8
CCn1c(Sc2nnc(NC(=O)CCCl)s2)nc2c1c(=O)n(C)c(=O)n2C	69.3	81.1	68.5	108.7	98.1	94.3	99.9	105.3	95.9
COc1cccc2c1N(C)CCC2N1CCCC1=O (centres undefined)	95.3	101.9	91.4	98.9	111.0	105.6	107.9	110.0	105.4
Cc1cc(C)n(C(=O)c2cnn(-c3ccc(S(N)(=O)=O)cc3)c2N)n1	/	94.6	78.1	100.3	/	99.4	/	104.0	/
NS(=O)(=O)c1ccc(CCn2c(=S)[nH]c3ccccc3c2=O)cc1	97.8	77.8	104.1	108.1	98.9	92.9	98.5	115.7	76.3

Quoted at random: 2 compounds from above, in no set order.
mol	SF-539	HCT-116	SNB-75	SF-295	SF-268	U251	SNB-19	HCC-2998	KM12
COc1cccc2c1N(C)CCC2N1CCCC1=O (centres undefined)	95.3	101.9	91.4	98.9	111.0	105.6	107.9	110.0	105.4
C=CCNC(=S)NN	95.1	6.8*	95.3	88.8	95.8	77.4	94.4	106.6	98.6

The results go on.
mol	SF-539	HCT-116	SNB-75	SF-295	SF-268	U251	SNB-19	HCC-2998	KM12
O=C(Nc1ccc(-c2nc3ccccc3[nH]2)cc1)c1ccc(Cl)c(Cl)c1	106.0	78.0	99.9	52.7	109.5	90.7	98.1	100.1	106.1
Cn1c(=O)c(C#N)c(-c2ccccc2)n2c(SCC(=O)c3ccccc3)nnc12	65.4	/	100.5	117.7	108.3	73.6	124.0	98.9	98.8
O=C1OCCOC(=O)N2CCN(CC2)C(=O)OCCOC(=O)N2CCN1CC2	/	103.5	/	94.3	100.3	118.0	98.9	108.2	102.5
CC(C)(C)n1cc(-c2ccnc(NCCCNS(=O)(=O)c3ccc(O)cc3)n2)c(-c2ccc(Cl)c(O)c2)n1	87.5	71.6	98.0	113.3	79.7	83.3	98.8	99.4	86.2
Cc1ccc(-c2nnc(SCc3nc(N)nc(Nc4ccccc4)n3)n2-c2ccccc2)cc1	95.8	98.4	82.1	96.5	94.9	95.4	91.8	107.0	99.3
COc1ccc(OC)c(/C(C)=N/NC(=O)CSc2nc3ccccc3c(=O)n2Cc2ccc(S(N)(=O)=O)cc2)c1	97.2	104.7	71.8	100.0	94.8	97.7	94.1	114.3	96.3
Cn1cccc1C(=O)C1C(c2cccc(F)c2)C2C3CCCCC3CN2C12C(=O)Nc1ccc(Cl)cc12 (centres undefined)	98.5	54.1	52.7	81.0	81.2	73.5	88.5	88.1	75.5
CC1=NN(C)C(=O)C1	95.6	103.4	100.1	112.5	97.6	116.1	97.9	109.2	112.1
COc1ccc(-c2cc(-c3cc(OC)c(OC)c(OC)c3)c(C#N)c(=O)n2Cc2ccc(C(=O)O)cc2)cc1	95.8	92.6	66.2	96.4	88.0	96.1	97.8	109.5	100.2
